PfHsp90 yeast 2: inhibits growth of yeast expressing Plasmodium falciparum Hsp90 | S. cerevisiae expressing PfHsp90, BacTiter-Glo ATP, 48 h; yeast lacking PDR1 and PDR3 efflux regulators | inhibition, % at 9.4 µM | 0.32% of 310,000 active | AID 504621;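 active = every replicate shows inhibition above about 80%, whatever the replicate mean, limit read from the data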;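 also: 0% = DMSO neutral controls and 100% = 20 µM radicicol positive controls; yeast relying on Plasmodium falciparum Hsp90 in place of its own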
phage Ecoli inh: E. coli growth loss with phage present; 0.26% of 360,000 active; growth absorbance; AID 651602; inhibition, % at 11.9 µM; in the data active = inhibition above about 11%
Wnt bcat act: Wnt/beta-catenin pathway activation; Wnt/beta-catenin reporter cell assay, activator, plate reader; activation, % at 9.35 µM; 1.2% of 300,000 active; AID 743398; in the data active = activation above about 30%, passing the limit was not always enough;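 also: 0% = neutral control wells and 100% = positive control wells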
AddAB inh: less growth of phage-infected E. coli with AddAB; 0.29% of 330,000 active; E. coli expressing H. pylori AddAB, absorbance growth; inhibition, % at 11.9 µM; AID 435030; in the data active = inhibition above about 12%;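 also: 0% = vehicle wells of infected cells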
Tat export inh: E. coli Tat transport inhibition; E. coli MC4100 TorA-mCherry Tat export, fluorescence; inhibition, % at 10 µM; 0.036% of 340,000 active; AID 488895;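 active = mean replicate inhibition at least 50% and at least half of replicates individually reaching 50%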;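 also: exported cargo escapes ClpAP degradation while cytoplasmic cargo is degraded and loses fluorescence; 0% = median of neutral control wells and 100% = median of NaSCN control wells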
CAL PDZ FP: human CAL PDZ-peptide interaction inhibition | Q9HD26 | purified CAL PDZ, TMR-peptide fluorescence polarization, 1 h | inhibition, % at 20 µM | 0.02% of 330,000 active;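 active = highest replicate inhibition of at least 40%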;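 also: plate controls were DMSO neutral control wells for no effect and unlabeled competitor peptide control wells for full effect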
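Material – purified CerCALP PDZ construct · Detection – FP readout, S and P plane fluorescence · Measure – percent inhibition from loss of millipolarization · Controls – unlabelled peptide for full inhibition, DMSO wells as neutral · Probe or stimulus – TMR-labelled reporter peptide T*-PRC34 bound in PDZ groove · Times – 1 h at RT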
Rtt109 Vps75: blocks Candida albicans Rtt109/Vps75 acetyltransferase activity; Q5AAJ8; purified Rtt109/Vps75, ThioGlo CoA-SH fluorescence, 4 h; inhibition, % at 34.9 µM; 0.16% of 330,000 active; AID 540336;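 active = inhibition of at least 50% in every replicate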
Target sequence (Q5AAJ8 whole entry, looked up): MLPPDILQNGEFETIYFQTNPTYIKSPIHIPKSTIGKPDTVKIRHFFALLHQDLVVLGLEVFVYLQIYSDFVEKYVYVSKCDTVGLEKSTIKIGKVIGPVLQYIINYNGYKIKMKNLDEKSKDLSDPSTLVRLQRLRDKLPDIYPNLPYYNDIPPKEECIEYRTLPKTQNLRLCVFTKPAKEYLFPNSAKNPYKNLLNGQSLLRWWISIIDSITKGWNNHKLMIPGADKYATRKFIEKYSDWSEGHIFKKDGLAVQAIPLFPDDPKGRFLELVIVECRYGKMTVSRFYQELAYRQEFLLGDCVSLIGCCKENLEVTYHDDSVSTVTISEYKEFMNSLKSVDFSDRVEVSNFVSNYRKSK
PvdQ inh: P. aeruginosa PvdQ acylase inhibition; purified PvdQ acylase, fluorescence plate reader; inhibition, % at 10 µM; 0.063% of 340,000 active; in the data active = inhibition above about 30%, passing the limit was not always enough;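 also: 0% = vehicle neutral wells and 100% = reference inhibitor wells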
E coli growth: counter-screen for AddAB inhibitors: E. coli growth inhibition; E. coli V3065 growth, OD600 absorbance, 18 h; inhibition, % at 11.9 µM; 0.27% of 330,000 active; AID 449728;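 active = inhibition above the campaign's mean inhibition across all tested compounds plus 3 SD, cut at about 9.9% in these data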;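 also: uninfected addAB+ strain grown without phage in ampicillin broth; 0% = DMSO wells and 100% = ciprofloxacin 0.95 µg/ml wells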
DAGLB inhibitor: blocks human DAGLB lipase activity; HEK293T DAGLB membrane lysate, EnzChek fluorogenic substrate; 0.059% of 340,000 active; Q8NCG7; inhibition, % at 5.17 µM; AID 504411; in the data active = inhibition above about 34%;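 also: 0% = enzyme with vehicle and 100% = wells lacking enzyme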
Target sequence (Q8NCG7 whole entry, looked up): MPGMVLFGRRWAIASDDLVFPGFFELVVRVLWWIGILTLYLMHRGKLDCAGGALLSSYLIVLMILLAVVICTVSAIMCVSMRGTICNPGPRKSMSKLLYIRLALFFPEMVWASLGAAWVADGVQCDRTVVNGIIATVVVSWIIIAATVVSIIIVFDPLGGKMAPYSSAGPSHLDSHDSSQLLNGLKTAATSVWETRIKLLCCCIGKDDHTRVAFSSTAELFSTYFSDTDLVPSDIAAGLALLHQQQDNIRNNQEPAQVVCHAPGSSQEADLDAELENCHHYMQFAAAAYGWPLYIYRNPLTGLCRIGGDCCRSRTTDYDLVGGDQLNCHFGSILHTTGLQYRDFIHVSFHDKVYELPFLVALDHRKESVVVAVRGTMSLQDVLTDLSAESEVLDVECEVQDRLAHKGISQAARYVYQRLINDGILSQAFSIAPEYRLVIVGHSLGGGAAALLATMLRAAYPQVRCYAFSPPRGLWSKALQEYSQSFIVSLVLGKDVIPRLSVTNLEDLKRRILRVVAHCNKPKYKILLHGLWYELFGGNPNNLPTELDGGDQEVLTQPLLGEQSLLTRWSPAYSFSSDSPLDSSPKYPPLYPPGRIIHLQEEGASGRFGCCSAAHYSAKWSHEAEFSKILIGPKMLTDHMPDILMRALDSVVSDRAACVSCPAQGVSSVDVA
Active calls of the source: *; nt = no result given. This is a random part of the collection; about 1.9% have a hit in one of these screens.

SMILES	PfHsp90 yeast 2	phage Ecoli inh	Wnt bcat act	AddAB inh	Tat export inh	CAL PDZ FP	Rtt109 Vps75	PvdQ inh	E coli growth	DAGLB inhibitor
CCCCN(CCCC)C(=S)NC(=O)C(C)(C)C	-24	2.0	nt	-0.3	-8	-1.0	4	-6	0.0	-2
Clc1ccc(-c2csc(-c3ccncc3)n2)cc1	-141	-1.3	7	4.1	-5	7.5	-5	-3	-3.8	-12
CCOC(=O)c1sc(NC(=O)c2cc(-c3ccccc3)nc3ccccc23)c(C#N)c1C	-36	2.7	0	3.2	-29	-0.3	2	-9	-0.2	1
CNCC[C@@H](Oc1ccccc1C)c1ccccc1	-11	4.7	3	0.3	4	-0.2	6	-3	-0.1	1
Cc1cnc(SCc2ccc(Cl)cc2Cl)[nH]c1=O	-35	4.5	-1	1.0	6	-2.1	7	-14	-1.0	-1
O=C(NC1CCCCC1)c1ccccc1C(F)(F)F	-2	1.4	3	1.7	-5	-2.5	-3	-9	-2.1	1
CN1CCN(C(=O)C2CCN(S(=O)(=O)c3ccccc3[N+](=O)[O-])CC2)CC1	nt	0.6	2	2.9	9	-0.5	5	7	4.1	0
COC(=O)c1cccc([N+](=O)[O-])c1CN1CCCC(C(N)=O)C1 (stereo unspecified)	nt	2.9	0	5.1	13	-0.1	7	-8	-1.0	1
CC(=O)c1ccc(N2CCN(C(=O)CCCn3c(=O)[nH]c4ccc(Br)cc4c3=O)CC2)cc1	20	-0.5	-3	1.6	6	-0.7	0	-9	0.7	2
Cc1cccc(C(=O)OCC(=O)NCc2ccco2)c1	-14	8.0	1	1.6	-1	0.4	1	-9	-0.9	0
COC(=O)c1ccc(NC(=S)NC(=O)c2cc(-c3ccccc3)nc3ccccc23)cc1	-1	2.4	nt	0.8	3	-0.5	-4	-11	0.4	-12
CCC(C)CCN1C(N(C)C)=NC[C@@H]1CC(C)C (stereo partly specified)	4	4.6	-3	-0.9	-5	-0.8	6	7	-3.9	-1
COc1ccc(N2CCN(C(=O)COC(=O)c3ccco3)CC2)cc1	-4	0.2	1	4.0	-5	-2.1	26	8	0.1	-1
COc1ccc(-c2n[nH]c(=S)nc2-c2ccc(OC)cc2)cc1	15	-0.5	-4	3.2	-1	-1.1	2	-17	-1.5	1
Cc1ccc2c(c1)C1C[N+](C)(CC(=O)Nc3ccccc3Cl)CCC1N2C(=O)c1ccccc1Cl (stereo unspecified)	-9	4.4	0	-0.3	-2	-1.6	5	10	-1.6	-1
S=c1[nH]c2ccc(Cc3ccc4[nH]c(=S)[nH]c4c3)cc2[nH]1	-14	-4.0	-5	0.5	-3	0.9	3	-12	-3.7	2
COc1ccccc1N(CC(=O)N/N=C(\C)c1cccc(Br)c1)S(C)(=O)=O	2	-0.2	-5	3.0	5	-1.3	-2	-5	0.1	0
O=C(Nc1ccc(Cl)cc1C(F)(F)F)C(Sc1cccc[n+]1[O-])c1ccccc1 (stereo unspecified)	nt	0.8	-1	4.5	1	-0.9	-9	-5	-1.2	0
CCOc1ccc(CCNC(=O)COC(=O)c2cccc(N(C)C)c2)cc1OCC	6	-0.2	51*	-1.0	8	-0.6	0	4	1.6	-3
CC(C)[C@H](NC(=O)c1cccc(S(=O)(=O)N2CCOCC2)c1)C(=O)OCC(=O)Nc1cccc(Br)c1	nt	2.5	-1	nt	-3	-2.1	-3	-4	nt	2
COc1ccc2c(C)c(CCC(=O)NCCCN3CCCC3=O)c(=O)oc2c1C	-4	2.0	0	3.2	1	0.4	7	6	0.2	-3
CCCC(CC)Sc1nc2c([nH]1)c(=S)n(C)c(=O)n2C (stereo unspecified)	-31	-0.6	-1	nt	-3	-0.4	-9	1	nt	-1
Cc1cc(C)c2sc(N)nc2c1	nt	-0.3	1	3.6	-2	-0.9	11	-8	2.8	1
CC[C@@]12C(=O)N(c3ccccc3)C(=O)N1[C@H](c1ccc(Br)cc1)[C@@H]1C(=O)N(C(C)(C)C)C(=O)[C@@H]12	-5	3.7	-5	1.8	8	-0.8	12	5	-3.4	-7
Cn1c(=O)c2c(nc(Oc3cccc(Br)c3)n2C)n(C)c1=O	-8	0.8	-1	0.2	7	-0.4	-10	-13	0.0	2
CCN(CC)S(=O)(=O)c1ccc2oc(C(=O)N3CCc4ccccc4C3)c(C)c2c1	30	nt	nt	4.0	2	-2.8	4	-8	0.5	-17
Cc1cccc(/C=C2/SC(=O)N(Cc3ccccc3)C2=O)n1	-15	1.8	2	0.1	-3	-1.3	-6	-3	-1.4	-8
O=C(c1cc2ccccc2oc1=O)N(Cc1ccccc1)CC1CCCO1 (stereo unspecified)	49	3.5	4	-1.2	2	-1.4	4	-14	-3.6	0
O=C(O)c1ccc2c(=O)n3c(nc2c1)/C(=C/c1ccc(C(F)(F)F)cc1)CC3	36	-1.0	-1	-0.6	-9	-3.6	3	-12	-0.4	3
CC(C)(C)C1=C(C#N)C(c2ccncc2)C(C#N)=C(N)O1 (stereo unspecified)	-2	2.8	0	3.3	0	-0.1	11	1	-2.4	7
Cc1cc(C)c(S(=O)(=O)/N=C2\C=C(NS(=O)(=O)c3ccccc3)C(=O)c3ccccc32)c(C)c1	22	-0.8	-3	1.8	-7	-0.1	-2	-14	1.4	22
CSc1sc(C(=O)NN)c2c1C1(CCC2)SCCS1	-13	2.1	0	0.9	1	-0.7	0	-17	1.1	-4
O=C(NC(CC(=O)N1CCN(c2ccc([N+](=O)[O-])cc2)CC1)c1ccccc1)c1ccccc1Cl (stereo unspecified)	8	2.9	-1	5.4	-1	-2.2	6	2	-1.6	-1
CCCN1CNC(=S)N(c2ccccc2C)C1	-7	3.3	0	0.3	14	-0.8	2	-12	1.5	-2
COc1ccc(/C(N)=N/O)c(OC)c1	-13	3.7	-2	2.7	2	0.1	13	3	0.8	2
Cc1sc2ncn(CC(=O)NCCCC(=O)N3CCC(C(N)=O)CC3)c(=O)c2c1C	9	2.5	-1	2.5	-2	-2.0	2	-4	-0.4	-1
S=c1[nH]nc(-c2ccncc2)n1/N=C/c1cccc2ccccc12	nt	0.6	0	1.3	nt	nt	nt	nt	1.0	nt
O=C(Cn1cnc2c(cnn2-c2ccccc2)c1=O)NCc1ccccc1	8	3.6	6	3.4	3	-2.4	0	-11	1.7	1
Cc1cc2ccccc2n1CCNC(=O)c1ccc(S(=O)(=O)N2CCCCC2)cc1	-17	1.6	-6	-2.2	13	0.4	3	-15	-0.7	6
Cc1nn(-c2ccccc2)c(C)c1CNC(=O)c1ccc(S(=O)(=O)NCc2ccco2)cc1	nt	-2.8	-4	0.2	7	-1.3	1	-6	-0.5	0
CC(C)CC1=NN(C(=O)c2ccncc2)C(O)(C(F)(F)F)C1 (stereo unspecified)	-16	3.0	nt	0.0	7	-0.3	-10	-10	0.1	3
Cc1ccc(C)c2[nH]c(=O)c(C(c3nnnn3C(C)(C)C)N3CC=C(c4ccc(F)cc4)CC3)cc12 (stereo unspecified)	22	3.8	-1	nt	-7	-1.8	-16	-5	nt	2
CCO[C@H]1OC(C(=O)NCc2ccccc2)=C[C@@H](c2ccc(C(F)(F)F)cc2)[C@@H]1CCCO	-12	-0.6	0	0.8	10	0.1	14	-5	-0.2	-2
Cc1ccc(-n2c(=S)[nH]c3sc4c(c3c2=O)CCC4)cc1	-23	4.6	1	0.9	10	nt	-1	-1	-1.7	3
CCOC(=O)c1cc(CC)sc1NC(=O)c1cccc(N2C(=O)CCC2=O)c1	-16	2.4	nt	2.0	1	0.7	5	-14	0.0	0
CCOc1ccccc1N=Nc1c(C)[nH]n(C(N)=S)c1=O	-19	-1.4	1	0.0	-11	nt	0	-13	-0.6	11
Cn1c(=O)oc2cc(S(=O)(=O)NCCC(=O)NCc3ccccc3Cl)ccc21	4	0.1	-1	3.0	-1	-1.6	2	2	-2.2	1
COc1ccc(C2=NOC(Cn3nc(-c4ccccc4)cc3C(=O)NCc3cccs3)C2)cc1 (stereo unspecified)	6	4.3	2	-0.7	-1	-0.5	4	5	-0.2	-9
Nc1ccccc1SC1CC(=O)N(Cc2ccccc2)C1=O (stereo unspecified)	-36	2.9	0	3.3	0	-1.2	-2	-2	1.6	0
Cc1ccc(NC(=O)COC(=O)c2ccc(-n3nc(C)cc3C)cc2)c(F)c1	-3	0.5	-2	0.0	4	-1.3	2	-5	-2.4	-5
Cc1c(C(=O)COC(C)(C)C)[nH]c2ccccc12	13	3.0	-1	-0.1	-1	-0.8	-10	-5	1.4	0
COc1ccc(NC(=O)Cc2csc(NC(=O)Nc3ccccc3OC)n2)c(OC)c1	23	1.3	0	4.5	11	-0.8	26	-1	-1.1	6
COc1ccc(NC(=S)c2ccc3ccccc3n2)cc1	-7	nt	nt	-0.8	5	-1.7	1	-7	-2.1	-1
Cc1ccc(S(=O)(=O)N(C)C[C@@H]2Oc3ccc(NC(=O)Nc4cccc5ccccc45)cc3C(=O)N([C@H](C)CO)C[C@H]2C)cc1	1	2.1	-5	1.6	3	-0.9	-2	-12	-1.0	3
COc1cccc(-n2c(CN3CCN(Cc4ccccc4)CC3)nc3ccc([N+](=O)[O-])cc3c2=O)c1	nt	4.6	-3	-1.3	nt	nt	nt	nt	-3.0	nt
CCN(CC)c1ccc(C(=C2C=CC(=[N+](CC)CC)C=C2)c2ccccc2)cc1	147*	79*	-6	nt	64*	5.4	10	-9	nt	-13
Cc1ccc(NC(=O)CSC2=NN3CCCC(=O)N=C3S2)c(C)c1	-18	2.8	1	0.7	4	-0.2	-5	-4	-0.1	1
O=C(CCc1ccccc1)Nc1cccc([N+](=O)[O-])c1	16	2.9	0	2.7	-3	0.1	nt	-4	1.4	1
COc1ccc(NC(=O)c2ccc(S(=O)(=O)N(C)C)cc2)cc1OC	20	2.6	-1	3.0	-4	-1.5	9	2	-0.5	-2
CCCc1[nH]nc2c1C(c1cn[nH]c1-c1ccc(F)cc1)C(C#N)=C(N)O2 (stereo unspecified)	-12	nt	nt	3.2	-2	-0.5	1	-13	1.0	1
Later entries.
SMILES	PfHsp90 yeast 2	phage Ecoli inh	Wnt bcat act	AddAB inh	Tat export inh	CAL PDZ FP	Rtt109 Vps75	PvdQ inh	E coli growth	DAGLB inhibitor
CCOc1ccccc1N(CC(=O)Nc1ccccc1C(=O)N1CCCC1)S(C)(=O)=O	12	-0.3	-1	0.3	1	-2.7	-3	-6	-3.5	0
COc1ccc(N2CC(C)(C)C2=O)cc1	-7	3.3	2	2.6	1	-0.3	1	-4	-1.1	-1
COC(=O)c1ccc(CN2CCN(C3CCCCC3)C(CCO)C2)cc1 (stereo unspecified)	8	1.7	4	0.3	-4	-3.0	-4	-5	-0.6	-1
COc1ccc(C2=CSC3=NCCN23)cc1F	16	3.3	nt	2.7	0	-0.7	18	-33	-0.5	-3
COCCCn1c(Cc2csc(Nc3ccc(F)cc3)n2)nnc1SCC(N)=O	6	nt	nt	1.9	-1	-2.3	-7	-11	0.2	0

Some entries already given, reduced to PvdQ inh, Rtt109 Vps75 and AddAB inh:
SMILES	PvdQ inh	Rtt109 Vps75	AddAB inh
CCCc1[nH]nc2c1C(c1cn[nH]c1-c1ccc(F)cc1)C(C#N)=C(N)O2 (stereo unspecified)	-13	1	3.2
Nc1ccccc1SC1CC(=O)N(Cc2ccccc2)C1=O (stereo unspecified)	-2	-2	3.3
Cc1cc(C)c(S(=O)(=O)/N=C2\C=C(NS(=O)(=O)c3ccccc3)C(=O)c3ccccc32)c(C)c1	-14	-2	1.8

High-throughput results (PubChem)
